Compound activity from PubChem.
RAD54 branch: blocks human RAD54 Holliday junction branch migration. Q92698. FAM/BHQ fluorescence. inhibition, % at 10.4 µM. hit rate 0.14% among 360,000. AID 602329;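 active = mean normalized replicate activity at least 40 and at least half of replicates scoring 40 or more; inconclusive = only one of the two criteria met; inactive = mean below 40 and under half of replicates reaching 40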;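 also: 0% = median of neutral control wells and 100% = median of positive control wells; inhibitors cause a drop in the FAM fluorescence signal; in these data hits start at about 50%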
Target sequence (Q92698 whole entry, looked up): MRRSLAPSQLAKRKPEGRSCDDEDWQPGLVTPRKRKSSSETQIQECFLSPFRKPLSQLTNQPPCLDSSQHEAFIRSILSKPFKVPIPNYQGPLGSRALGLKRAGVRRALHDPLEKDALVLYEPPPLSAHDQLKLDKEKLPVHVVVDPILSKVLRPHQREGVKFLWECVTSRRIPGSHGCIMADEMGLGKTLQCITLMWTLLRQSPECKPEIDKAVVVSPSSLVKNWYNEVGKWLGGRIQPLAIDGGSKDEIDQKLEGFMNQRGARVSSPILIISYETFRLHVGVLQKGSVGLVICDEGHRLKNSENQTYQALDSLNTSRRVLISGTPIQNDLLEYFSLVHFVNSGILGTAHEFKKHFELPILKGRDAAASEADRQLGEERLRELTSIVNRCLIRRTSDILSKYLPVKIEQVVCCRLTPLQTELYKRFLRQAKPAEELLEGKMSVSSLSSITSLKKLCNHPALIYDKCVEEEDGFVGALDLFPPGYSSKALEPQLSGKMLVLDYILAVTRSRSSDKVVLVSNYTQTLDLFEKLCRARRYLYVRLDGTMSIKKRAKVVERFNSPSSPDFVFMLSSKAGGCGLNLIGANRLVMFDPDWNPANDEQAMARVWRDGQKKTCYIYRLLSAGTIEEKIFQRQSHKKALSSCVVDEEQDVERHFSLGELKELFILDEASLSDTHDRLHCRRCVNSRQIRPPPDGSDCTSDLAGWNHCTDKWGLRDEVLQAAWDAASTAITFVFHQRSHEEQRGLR
esBAF inh: SWI/SNF esBAF complex inhibition. mouse ES cells, Bmi1-luciferase knock-in reporter, 24 h; 100% = twice the neutral-well signal. reporter increase, % at 12.5 µM. hit rate 2% among 350,000; in the data active = activation above about 40%; inconclusive = no clear call, values can overlap the other calls;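 also: 0% = median of the plate's neutral control wells and 100% = double that signal; a rise in the Bmi1 reporter signal indicates esBAF inhibition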
The depositor's hits bear a star. Not all compounds are listed; rates above refer to the full screens.

Start of the listing, in advance, 2 compounds:
`CCC(Sc1nc2ccccc2o1)C(=O)Nc1nnc(C)s1` (centres undefined) gave RAD54 branch 3 and esBAF inh -1.
For O=C(NC1CCCCC1)C(c1ccco1)N(Cc1cccnc1)C(=O)C1COc2ccccc2O1 (centres undefined) the results were RAD54 branch -2 and esBAF inh -1.

Main list, previewed entries included:
`CCC(Sc1nc2ccccc2o1)C(=O)Nc1nnc(C)s1` (centres undefined) gave RAD54 branch 3 and esBAF inh -1.
For O=C(NC1CCCCC1)C(c1ccco1)N(Cc1cccnc1)C(=O)C1COc2ccccc2O1 (centres undefined) the results were RAD54 branch -2 and esBAF inh -1.
Cc1c(CCO)c(=O)n(-c2ccccc2)n1S(=O)(=O)c1ccc(Cl)cc1 was read as RAD54 branch -7 and esBAF inh -4.
CC(=O)Nc1ccc2nc(SCC(=O)Nc3ccc(N4CCOCC4)c(Cl)c3)sc2c1 was read as RAD54 branch -3 and esBAF inh 48*.
Screening C=CCN(CC=C)C(=O)Nc1cc(Cl)ccc1OC returned RAD54 branch -2 and esBAF inh 18.
`Cc1cccc(C)c1OCC(=O)Nc1oc(-c2ccccc2)c(-c2ccccc2)c1C#N` gave RAD54 branch 1 and esBAF inh -4.
Screening COCC(=O)Nc1nc2ccccc2s1 returned RAD54 branch -7 and esBAF inh 19.
For COC(=O)C(NC(C)=O)(Nc1ccccc1)C(=O)OC the results were RAD54 branch 10 and esBAF inh -3.
`CCOP(=O)(OCC)C(C#N)=C1SCN(c2ccc(Cl)cc2)CS1` gave RAD54 branch 15 and esBAF inh 9.
`O=C1/C(=C\Nc2ccccc2)CCN1c1ncccn1` gave RAD54 branch 5 and esBAF inh inconclusive.

Retrieved one by one from the list above, 7 records:
`O=C1/C(=C\Nc2ccccc2)CCN1c1ncccn1` gave RAD54 branch 5 and esBAF inh inconclusive.
`CCC(Sc1nc2ccccc2o1)C(=O)Nc1nnc(C)s1` (centres undefined) gave RAD54 branch 3 and esBAF inh -1.
Cc1c(CCO)c(=O)n(-c2ccccc2)n1S(=O)(=O)c1ccc(Cl)cc1 was read as RAD54 branch -7 and esBAF inh -4.
`CCOP(=O)(OCC)C(C#N)=C1SCN(c2ccc(Cl)cc2)CS1` gave RAD54 branch 15 and esBAF inh 9.
For COC(=O)C(NC(C)=O)(Nc1ccccc1)C(=O)OC the results were RAD54 branch 10 and esBAF inh -3.
For O=C(NC1CCCCC1)C(c1ccco1)N(Cc1cccnc1)C(=O)C1COc2ccccc2O1 (centres undefined) the results were RAD54 branch -2 and esBAF inh -1.
Screening COCC(=O)Nc1nc2ccccc2s1 returned RAD54 branch -7 and esBAF inh 19.

The list goes on:
For COc1ccc(-c2c3c(nc4sc5c(=O)[nH]c(C)nc5c24)CCC3)cc1 the results were RAD54 branch 1 and esBAF inh -2.
Screening O=C(Nc1ccc2oc(-c3cccnc3)nc2c1)c1cc2ccccc2o1 returned RAD54 branch -4 and esBAF inh -9.
Screening Cc1ccc(S(=O)(=O)Cc2cn3cccnc3n2)cc1 returned RAD54 branch -5 and esBAF inh -3.
For CCc1ccc(C(=O)c2cncc(Br)c2)cc1 the results were RAD54 branch 2 and esBAF inh 46*.
For CCC(C)(C)n1nnnc1C(c1cc2cc(C)cc(C)c2[nH]c1=O)N1CCCC1 (centres undefined) the results were RAD54 branch 6 and esBAF inh -4.
Screening c1ccc(-c2ccc(-n3ccnc3)cc2)cc1 returned RAD54 branch -4 and esBAF inh 56*.
`O=C1NC(c2ccc3c(c2)OCO3)Oc2ccccc21` (centres undefined) gave RAD54 branch -2 and esBAF inh -1.
For COC(=O)c1c(N)c(C#N)c(C)n1-c1ccccc1 the results were RAD54 branch -11 and esBAF inh 1.
For N#CC1=C(N)N(c2ccccc2Sc2ccccc2)C(=O)C1 the results were RAD54 branch -10 and esBAF inh -6.
For Cc1cc(C(=O)CSc2nnc(-c3ccccc3)n2Cc2ccc3c(c2)OCO3)c(C)n1C the results were RAD54 branch 8 and esBAF inh 2.
CCN(CC)S(=O)(=O)c1cc(C(=O)Nc2cc(Cl)ccc2N2CCN(C)CC2)ccc1Cl was read as RAD54 branch 3 and esBAF inh -4.
For Cc1nc(SCC(N)=O)[nH]c(=O)c1Cc1ccc(OC(C)C)cc1 the results were RAD54 branch -4 and esBAF inh -1.
For CC(=O)Nc1cccc(NC(=O)c2sc3ncn(CC(=O)N4CCCCC4)c(=O)c3c2C)c1 the results were RAD54 branch -8 and esBAF inh 5.
`CC(=O)Nc1cc(OC(C)=O)c2nonc2c1OC(C)=O` gave RAD54 branch 2 and esBAF inh -3.
`CCOC(=O)C1CCN(c2c(NCc3ccc(C(=O)NCCOC)cc3)c(=O)c2=O)CC1` gave RAD54 branch 5 and esBAF inh -7.
CCOC(=O)c1ccc(NC(=O)CC2SC(=NC)N(C)C2=O)cc1 (centres undefined) was read as RAD54 branch -1 and esBAF inh -3.
O=C(CSc1nnc(-c2ccc(Cl)cc2)n1Cc1ccco1)NCc1ccc2c(c1)OCO2 was read as RAD54 branch -3 and esBAF inh -6.
`NC(=S)Nn1c(-c2ccccc2)nc2ccccc2c1=O` gave RAD54 branch 3 and esBAF inh -5.
For CC1CCCN(C(=O)CN2CCN(C(=O)c3ccco3)CC2)C1 (centres undefined) the results were RAD54 branch -13 and esBAF inh 0.
Screening COc1ccccc1N1CCN(C(=O)C(=O)N/N=C/c2cccc(O)c2)CC1 returned RAD54 branch 7 and esBAF inh 0.
For CCC(=O)N1c2ccccc2NC2=C(C(=O)CC(c3ccco3)C2)C1c1ccco1 (centres undefined) the results were RAD54 branch 13 and esBAF inh 2.
For COCCNC(=O)C1(C)CCCN(Cc2ccc(Cl)nc2)C1 (centres undefined) the results were RAD54 branch 11 and esBAF inh -4.
Screening O=S(=O)(NCC(c1cccnc1)N1CCN(c2ccccc2)CC1)c1cc(F)ccc1F (centres undefined) returned RAD54 branch -2 and esBAF inh 1.
For CNC(=O)C1CCC(=O)N1Cc1ccccc1Cl (centres undefined) the results were RAD54 branch 10 and esBAF inh -3.
`CCOC(=O)C1=C(C)Nc2ncnn2C1/C=C/c1ccccc1` (centres undefined) gave RAD54 branch 2 and esBAF inh -2.
`CC(C)n1nnnc1-c1cccc(Cl)c1` gave RAD54 branch 1 and esBAF inh -12.
CCOc1cc(C(=O)NCCOC)cc(OCC)c1OCC was read as RAD54 branch -18 and esBAF inh -4.
Screening Cc1nc(N2CCCC2)c2nnn(Cc3ccccc3Cl)c2n1 returned RAD54 branch -7 and esBAF inh -16.
COC(=O)c1cn(C(=O)c2ccc(Br)o2)c2ccccc12 was read as RAD54 branch 5 and esBAF inh -9.
CC(C)(C)NC(=O)COc1ccc(CNCc2cccs2)cc1 was read as RAD54 branch -4 and esBAF inh 7.
Screening O=C(c1ccc(Cl)s1)N1CCOCC1 returned RAD54 branch -3 and esBAF inh 1.
CCOC(=O)c1ccc(NC(=O)C(CC)(CC)C(=O)OCC)cc1 was read as RAD54 branch 0 and esBAF inh 10.
Cc1csc(SCCn2c(N3CCN(c4ccccc4)CC3)nc3c2c(=O)[nH]c(=O)n3C)n1 was read as RAD54 branch -8 and esBAF inh -12.
Cn1c(NCCCO)nc2ccccc21 was read as RAD54 branch 13 and esBAF inh -4.
`c1ccc(N2CCN(c3ncnc4sc5c(c34)CCC5)CC2)cc1` gave RAD54 branch 1 and esBAF inh -5.
Screening O=C(Oc1ccc(N(Cc2cccs2)C2=NS(=O)(=O)c3ccccc32)cc1)c1ccccc1F returned RAD54 branch -1 and esBAF inh 3.
`COC(=O)c1ccc(NC(C)=O)o1` gave RAD54 branch -9 and esBAF inh -11.
`CN(C)C1NC(=O)c2cc(-c3ccccc3)sc2N1` (centres undefined) gave RAD54 branch -3 and esBAF inh 30.
Screening CCOC(=O)c1sc2nc(-c3ccco3)c3c(c2c1N)CC(C)(C)OC3 returned RAD54 branch 0 and esBAF inh 12.
CCN(CC)c1cc(C(F)(F)F)nc(-c2ccccn2)n1 was read as RAD54 branch -17 and esBAF inh -12.
For CCOc1ccccc1Nc1nnc(SCC(=O)N2CCCC2)s1 the results were RAD54 branch -6 and esBAF inh 16.
CCc1nnc(NC(=O)CSc2nc3cc4c(cc3cc2C)OCCO4)s1 was read as RAD54 branch -4 and esBAF inh -8.
For Cc1nc(C)c(C(=O)C2=C(O)C(=O)N(CCCn3ccnc3)C2c2ccc(Cl)cc2)s1 (centres undefined) the results were RAD54 branch 1 and esBAF inh 19.
Screening Cc1nnc(NC(=O)c2cccc(Br)c2)s1 returned RAD54 branch 5 and esBAF inh 34.
`CCOCc1nnc(NC(=O)CCc2ccccc2)s1` gave RAD54 branch 18 and esBAF inh -7.
Screening Cc1nc(CCN2C(=O)c3ccccc3C2=O)cs1 returned RAD54 branch -1 and esBAF inh -1.
`CCn1c(=O)cc(SCC(=O)NCc2ccc(C)cc2)c2ccccc21` gave RAD54 branch 7 and esBAF inh 4.
For CC1CN(C(=O)CN2C(=O)NC(C)(c3ccccc3)C2=O)CC(C)O1 (centres undefined) the results were RAD54 branch -8 and esBAF inh -2.
`CC(C)(C)NC(=O)COC(=O)c1ccc(O)cc1` gave RAD54 branch -8 and esBAF inh 20.
Cc1ccc2nc(N3CCN(S(=O)(=O)c4ccc5c(c4)OCCO5)CC3)c(C#N)cc2c1 was read as RAD54 branch 0 and esBAF inh -1.
`Cc1ccc(NC(=O)c2ccccc2N(C)S(C)(=O)=O)cc1C` gave RAD54 branch -15 and esBAF inh -5.
COC(=O)c1cccc(S(=O)(=O)N2CCC(C)CC2)c1 was read as RAD54 branch 5 and esBAF inh 12.
COc1ccc(NC(=O)C(NC(C)=O)C(=O)NCc2ccccc2Cl)cc1 (centres undefined) was read as RAD54 branch 1 and esBAF inh 2.
For O=C(CSCc1c(Cl)cccc1Cl)NCc1ccco1 the results were RAD54 branch 1 and esBAF inh 1.
`Cn1c(SCC(=O)NCc2ccc3c(c2)OCO3)nc2scc(-c3cccs3)c2c1=O` gave RAD54 branch -2 and esBAF inh 0.
For CCOC(=O)C(CCCOc1cccc(OC)c1)C(=O)OCC the results were RAD54 branch -9 and esBAF inh 1.
For O=C(Nc1ccn(Cc2c(F)c(F)cc(F)c2F)n1)c1ccc(COc2ccc(Cl)cc2Cl)o1 the results were RAD54 branch 10 and esBAF inh 6.
For O=c1cc(O)c2c(=O)n(C3CCCCC3)c3ccccc3c2o1 the results were RAD54 branch 6 and esBAF inh 14.
CCOC(=O)C1CCN(C(=O)c2sc3nc(C)nc(N4CCC(C)CC4)c3c2C)CC1 was read as RAD54 branch -2 and esBAF inh -6.
For Cc1ccccc1NC(=O)c1ccc2c(c1)C(=O)N(CCC(C)C)C2=O the results were RAD54 branch -16 and esBAF inh 4.
Screening O=C(c1ccccc1)N1CCC(CC2CC(c3cccc(Br)c3)=NO2)(C(=O)NCC2CCCCC2)CC1 (centres undefined) returned RAD54 branch -3 and esBAF inh -9.
`CC1(C)CC(=O)C(C=NCc2cccnc2)=C(O)C1` gave RAD54 branch 8 and esBAF inh -12.
c1ccc(Cn2nnnc2C(c2cccs2)N2CCc3ccccc3C2)cc1 (centres undefined) was read as RAD54 branch -1 and esBAF inh 7.
Screening COC(=O)c1ccc(S(=O)(=O)N2C3CCC2CC(NC(=O)NC2CCCCC2)C3)cc1 (centres undefined) returned RAD54 branch -4 and esBAF inh 27.
[O-]/C(=C(\C(=S)Nc1cccc2ccccc12)[n+]1ccccc1)c1ccc2c(c1)OCCO2 was read as RAD54 branch 13 and esBAF inh -43.
For Cc1ccccc1OCC(=O)OC(C)CN1CCN(C)CC1 (centres undefined) the results were RAD54 branch -7 and esBAF inh -3.
For N#Cc1ccccc1NC(=O)CSc1nnc(-c2ccccc2)n1-c1ccccc1 the results were RAD54 branch 8 and esBAF inh -27.
O=C(Nc1ccc(N2CCOCC2)cc1)c1cccc(S(=O)(=O)N2CCC(Cc3ccccc3)CC2)c1 was read as RAD54 branch -2 and esBAF inh -11.
`CCCCCOC(=O)CSc1n[nH]c(=O)[nH]c1=O` gave RAD54 branch -1 and esBAF inh 1.
`O=C(Nc1ccc(S(=O)(=O)N2CCOCC2)cc1)c1ccccc1` gave RAD54 branch 0 and esBAF inh -9.
CCOC(=O)C1=C(O)C(Nc2nc3ccccc3s2)(C(F)(F)F)N=C1C (centres undefined) was read as RAD54 branch -8 and esBAF inh -8.
For COc1ccc(C(=O)Nc2ccc(Cl)cc2C(=O)NCCN2CCOCC2)cc1 the results were RAD54 branch 6 and esBAF inh 0.
`O=C(c1ccc(S(=O)(=O)N2CCOCC2)cc1)N1CCc2ccccc2C1` gave RAD54 branch 6 and esBAF inh -3.
For CNc1nc(-c2ccc(Cl)cc2)cs1 the results were RAD54 branch 10 and esBAF inh 52*.
C=CCSc1nsc(N)n1 was read as RAD54 branch 2 and esBAF inh -2.
Cc1ccc(C(=O)/C=C/c2ccccc2)o1 was read as RAD54 branch 0 and esBAF inh 22.
For Clc1ccc(OCCCc2nc(-c3cccnc3)no2)c(Cl)c1 the results were RAD54 branch -17 and esBAF inh -6.
Screening COc1ccc(-c2cc(C(F)(F)F)nc(SCC(=O)NCc3ccco3)n2)cc1OC returned RAD54 branch -1 and esBAF inh 0.
